HT1080 IDH1KD tx: HT-1080 IDH1 knockdown cell toxicity (counter line) | HT-1080 IDH1 knockdown viability, ATP luminescence, 48 h | Potency, µM (series often up to 46.1 µM), for the others: top-dose activity, negative = toxicity, usual class: cytotoxic | hit rate 2% among 360,000 | AID 686971;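 further: potency means the concentration at half of the fitted maximal effect; 0% = DMSO wells and -100% = cell-free medium wells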
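Knockdown cells (IDH1KD HT-1080) received compounds 2 h after plating at 750 cells/well and were kept 48 h at 37 °C in 5% FBS RPMI. A CellTiter-Glo luminescence read gave % activity for curve fitting.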
DRD3 agonist: activates the human D3 dopamine receptor | P35462 | D3R DiscoveRx beta-arrestin cells, luminescence, 90 min | max activation, % | hit rate 0.58% among 410,000; in the data active means max activation above about 30%; further: 0% is about no effect; mostly tested at two doses, the higher about 12 µM
Target sequence (P35462 whole entry, looked up): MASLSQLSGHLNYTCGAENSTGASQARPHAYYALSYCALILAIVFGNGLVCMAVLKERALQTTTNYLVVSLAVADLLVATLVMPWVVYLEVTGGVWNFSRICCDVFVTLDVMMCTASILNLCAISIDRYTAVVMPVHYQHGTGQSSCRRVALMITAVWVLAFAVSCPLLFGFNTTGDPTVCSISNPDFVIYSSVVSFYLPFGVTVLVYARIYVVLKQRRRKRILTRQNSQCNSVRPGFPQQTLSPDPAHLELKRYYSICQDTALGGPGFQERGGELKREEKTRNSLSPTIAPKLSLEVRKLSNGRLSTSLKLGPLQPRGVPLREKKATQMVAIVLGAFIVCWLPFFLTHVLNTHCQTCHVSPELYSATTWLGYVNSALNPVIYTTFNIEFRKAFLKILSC
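Cells at 1500/well, incubated overnight, then treated with pinned compounds (dopamine as control) for 90 min at 37 degrees C. DiscoveRx reagent added for 30 - 60 minutes at room temperature; luminescence read.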
DRD3 antagonist: antagonists of human D3 dopamine receptor | hit rate 2.5% among 360,000 | D3R cells, DiscoveRx beta-arrestin luminescence, antagonist mode; hits give low values | P35462 | max response, negative = inhibition, %; in the data active means max response below about -50%; inconclusive means no clear call, values can overlap the other calls; further: on the % scale 0 is the no-effect control and ±100 the full control effect; mostly tested at two doses, the higher about 12 µM
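Cells expressing the human receptor were seeded at 1500 cells/well, incubated overnight at 37 degrees C in 5% CO2, then exposed to library compounds with dopamine controls for 90 minutes at 37 degrees C before luminescent detection.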
KB-3-1 tox: kills parental KB-3-1 adenocarcinoma cells | KB-3-1 viability, CellTiter-Glo ATP luminescence, 72 h | Potency, µM (titrated, usually from 46.1 µM), for the others: at the top dose activity change, negative = cytotoxic, hits mostly cytotoxic | hit rate 1.4% among 400,000 | AID 1347075; further: potency means the concentration at half of the fitted maximal effect; on the % scale 0 is the no-effect control and ±100 the full control effect; nearly all actives have a fitted effect of over 60% in size
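Multi-concentration cytotoxicity screen in KB-3-1 cells grown in DMEM lacking phenol red with 10% FBS. After 72 h at 37 °C with compound, ATP-dependent luminescence was recorded.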
GLP-1R agonist: GLP-1 receptor (human) agonism | HEK293 GLP-1R CRE-luciferase, luminescence, 4-6 h; cells express a hypersensitive GLP-1R form | Potency, µM (top dose mostly 45.6 µM), inactives show at the highest dose activation, usual class: activators | hit rate 0.007% among 380,000 | AID 624172; further: potency means the concentration at half of the fitted maximal effect; % of control where 0% means no effect
Target sequence (P43220 whole entry, looked up): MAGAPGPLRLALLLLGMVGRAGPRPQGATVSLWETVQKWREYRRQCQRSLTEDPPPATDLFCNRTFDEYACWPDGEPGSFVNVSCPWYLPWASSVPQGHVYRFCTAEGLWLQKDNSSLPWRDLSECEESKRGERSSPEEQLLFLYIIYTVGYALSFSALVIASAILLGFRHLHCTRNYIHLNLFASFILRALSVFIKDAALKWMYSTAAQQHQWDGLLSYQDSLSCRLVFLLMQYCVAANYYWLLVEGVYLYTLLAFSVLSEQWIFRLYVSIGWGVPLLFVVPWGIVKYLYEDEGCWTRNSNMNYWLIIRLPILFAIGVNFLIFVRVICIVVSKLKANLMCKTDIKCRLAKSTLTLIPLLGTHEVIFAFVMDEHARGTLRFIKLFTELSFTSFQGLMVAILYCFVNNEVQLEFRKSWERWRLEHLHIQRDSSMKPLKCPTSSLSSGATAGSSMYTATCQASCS
SW480 rereplic: inducers of DNA re-replication in SW480 colon cancer cells | hit rate 1.8% among 340,000 | Potency, µM (highest dose often 46.1 µM), without a hit: top-dose re-replication activation, most hits filed as activators | SW480 DNA re-replication, Hoechst DNA content imaging, 48 h; further: potency means the concentration at half of the fitted maximal effect; % of control where 0% means no effect; nearly all actives have a fitted effect of over 55% in size
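Compounds, transferred as 23 nL by pin tool, were incubated with cells for 48 hr; DNA content per nucleus was then quantified by Hoechst staining and fluorescence plate imaging.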
IL-1B inflam inh: inflammasome signaling inhibition, IL-1 beta readout. THP-1 LPS/ATP IL-1B secretion, AlphaLISA, 16 h; hits give low values. activity change, % at 57.5 µM. hit rate 4.7% among 360,000. AID 743279; in the data active means activity change below about -50%; inconclusive means mostly about -30% to -49%; further: on the % scale 0 is the no-effect control and ±100 the full control effect
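Secreted IL-1B measured by AlphaLISA bead assay after 16 h compound exposure of THP-1 cells; compounds (final up to 57.5 uM) added 1 h before LPS (250 ng/mL) and ATP (1.25 mM) stimulation; lower signal means less secretion.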
HT1080NT lethal: kills 2HG-producing HT-1080-NT fibrosarcoma cells; HT-1080-NT fibrosarcoma viability, CellTiter-Glo ATP luminescence, 48 h; Potency, µM (highest dose often 46.1 µM), without a hit: at the highest dose activity, negative = less viability, actives largely listed as cytotoxic; hit rate 1.6% among 360,000;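 further: NT is the 2HG producing partner of a matched IDH1 knockdown line; potency means the concentration at half of the fitted maximal effect; 0% = DMSO-treated cells and -100% = media-only wells without cells; nearly all actives have a fitted effect of over 55% in size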
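Fibrosarcoma NT cells, 750 per well in 5% FBS RPMI, were exposed to compound for 48 hours. Viability: CellTiter-Glo luminescence.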
KB-V1 cytotox: kills drug-selected multidrug resistant KB-V1 cells. KB-V1 MDR cells viability, CellTiter-Glo, 72 h. Potency, µM (series often up to 46.1 µM), for inactives: at the top dose activity change, negative = cytotoxicity, hits mostly cytotoxic. hit rate 3.4% among 400,000; further: potency means the concentration at half of the fitted maximal effect; on the % scale 0 is the no-effect control and ±100 the full control effect; nearly all actives have a fitted effect of over 60% in size
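Cytotoxicity via CellTiter-Glo luminescence after 72 h compound exposure at 37 degrees C. Cells: drug-selected KB-V1 line, DMEM phenol-red free plus 10% FBS. Compounds tested at multiple concentrations; normalized data fitted to concentration-effect curves.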
Active calls of the source: *. Unless noted, the call rests on the fitted dose curve; in most records, active means well fitted curve in the direction sought with a large enough effect; inconclusive means small, poorly fitted or top-dose-only effect, or another doubt; inactive means no such curve, though single readings can be large; an effect the other way counts as inactive or inconclusive.

CCN1CCC(NC(=O)Nc2ccc(F)cc2)CC1 was read as HT1080 IDH1KD tx -2%, DRD3 agonist -7, DRD3 antagonist -15, KB-3-1 tox 3%, GLP-1R agonist -1%, SW480 rereplic -8%, IL-1B inflam inh -15, HT1080NT lethal 0% and KB-V1 cytotox -7%.
CCNc1nc(SC(C)C(=O)Nc2ccccc2)nc(N2CCOCC2)n1 (configuration not stated) was read as HT1080 IDH1KD tx 4%, DRD3 agonist -1, DRD3 antagonist 1, KB-3-1 tox -5%, GLP-1R agonist 12%, SW480 rereplic -1%, IL-1B inflam inh 21, HT1080NT lethal -6% and KB-V1 cytotox inconclusive.
`COc1ccc(NC(=O)CN(C)C(=O)c2cccc(S(=O)(=O)N3CCN(Cc4ccccc4)CC3)c2)cc1` gave HT1080 IDH1KD tx -24%, DRD3 agonist 8, DRD3 antagonist -8, KB-3-1 tox inconclusive, GLP-1R agonist 2%, SW480 rereplic 2%, IL-1B inflam inh -17, HT1080NT lethal inconclusive and KB-V1 cytotox -2%.
For C[N+](C)(CCOc1ccccc1)Cc1ccccc1 (tested in a mixture with another compound) the results were HT1080 IDH1KD tx -3%, DRD3 agonist 2, DRD3 antagonist 2, KB-3-1 tox -7%, GLP-1R agonist -12%, SW480 rereplic -2%, IL-1B inflam inh -9, HT1080NT lethal -13% and KB-V1 cytotox 20%.
CCOc1ccc2nc(SCC(=O)NC(=O)NCc3ccco3)[nH]c2c1 was read as HT1080 IDH1KD tx 4%, DRD3 agonist -4, DRD3 antagonist 16, KB-3-1 tox 7%, GLP-1R agonist 0%, SW480 rereplic -2%, IL-1B inflam inh 0, HT1080NT lethal 0% and KB-V1 cytotox 9%.
`Cc1ccccc1Nc1nc(N)nc(CSCC(=O)Nc2cccc(Br)c2)n1` gave HT1080 IDH1KD tx -1%, DRD3 agonist -5, DRD3 antagonist 1, KB-3-1 tox -15%, GLP-1R agonist -6%, SW480 rereplic 4%, IL-1B inflam inh -5, HT1080NT lethal 2% and KB-V1 cytotox 0%.
`O=C(CN1CCCC1)NC(=O)NC1CCCC1` gave HT1080 IDH1KD tx -8%, DRD3 agonist -5, DRD3 antagonist 11, KB-3-1 tox 2%, GLP-1R agonist 6%, SW480 rereplic -29%, IL-1B inflam inh 38, HT1080NT lethal -3% and KB-V1 cytotox -1%.
For O=C(O)COc1ccc(/C=C/C(=O)c2ccc(C3CCCCC3)cc2)cc1 the results were HT1080 IDH1KD tx inconclusive, DRD3 agonist -11, DRD3 antagonist inconclusive, KB-3-1 tox 0%, GLP-1R agonist -1%, SW480 rereplic inconclusive, IL-1B inflam inh -101*, HT1080NT lethal inconclusive and KB-V1 cytotox 21%.
Cc1ccccc1-n1nnnc1SCC(=O)NNC(=O)c1ccc(NC(=O)CC#N)cc1 was read as HT1080 IDH1KD tx -4%, DRD3 agonist -4, DRD3 antagonist -11, KB-3-1 tox 2%, GLP-1R agonist -3%, SW480 rereplic -11%, IL-1B inflam inh 0, HT1080NT lethal -4% and KB-V1 cytotox inconclusive.
For Cc1c(NC(=O)c2cc(-c3cccs3)on2)c(=O)n(-c2ccccc2)n1C the results were HT1080 IDH1KD tx 5%, DRD3 agonist -8, DRD3 antagonist 11, KB-3-1 tox -15%, GLP-1R agonist -2%, SW480 rereplic -5%, IL-1B inflam inh -9, HT1080NT lethal 8% and KB-V1 cytotox -9%.
Screening Cc1cccc2cc(-c3ccccc3)c(-c3ccccc3)c[n+]12 returned HT1080 IDH1KD tx inconclusive, DRD3 agonist -6, DRD3 antagonist -13, KB-3-1 tox inconclusive, GLP-1R agonist -18%, SW480 rereplic 1%, IL-1B inflam inh -3, HT1080NT lethal inconclusive and KB-V1 cytotox -11%.
`COc1ccc(S(=O)(=O)N2CCC[C@H]2C(=O)N2CCC[C@H]2C(=O)NCc2ccccn2)cc1C` gave HT1080 IDH1KD tx 9%, DRD3 agonist -1, DRD3 antagonist 12, KB-3-1 tox 13%, GLP-1R agonist inconclusive, IL-1B inflam inh -7, HT1080NT lethal 24% and KB-V1 cytotox 0%.
`Cc1cc(C)cc(NC(=O)c2cc(C)n(Cc3cccs3)c2C)c1` gave HT1080 IDH1KD tx inconclusive, DRD3 agonist -6, DRD3 antagonist inconclusive, KB-3-1 tox -24%, GLP-1R agonist 11%, SW480 rereplic inconclusive, IL-1B inflam inh -9, HT1080NT lethal inconclusive and KB-V1 cytotox -5%.
For O=S(=O)(Nc1cccc(S(=O)(=O)N2CCCC2)c1)c1ccc(Cl)cc1 the results were HT1080 IDH1KD tx 5%, DRD3 agonist 5, DRD3 antagonist 20, KB-3-1 tox -34%, GLP-1R agonist -4%, SW480 rereplic -14%, IL-1B inflam inh 29, HT1080NT lethal -1% and KB-V1 cytotox inconclusive.
Screening COc1ccc(CNCC(=O)Nc2cccc(S(N)(=O)=O)c2)cc1 returned HT1080 IDH1KD tx 3%, DRD3 agonist -16, DRD3 antagonist -6, KB-3-1 tox 2%, GLP-1R agonist 2%, SW480 rereplic -4%, IL-1B inflam inh 17, HT1080NT lethal 0% and KB-V1 cytotox -4%.
CCCn1cnc2cc(NC(=O)c3ccco3)ccc21 was read as HT1080 IDH1KD tx 9%, DRD3 agonist 0, DRD3 antagonist -17, KB-3-1 tox 18%, GLP-1R agonist -1%, SW480 rereplic inconclusive, IL-1B inflam inh inconclusive, HT1080NT lethal 7% and KB-V1 cytotox -9%.
For CCc1ccc(CNC(=O)c2ccc(OC3CCN(C(=O)COC)CC3)cc2)nc1 the results were HT1080 IDH1KD tx 1%, DRD3 agonist 1, DRD3 antagonist -5, KB-3-1 tox 13%, GLP-1R agonist 8%, SW480 rereplic -6%, IL-1B inflam inh 0, HT1080NT lethal -2% and KB-V1 cytotox -5%.
COC(=O)C1=C(C(=O)OC)SC(=C2C(=S)C(C)(C)N(C(=O)C3CC3)c3ccccc32)S1 was read as HT1080 IDH1KD tx inconclusive, DRD3 agonist -25, DRD3 antagonist -26, KB-3-1 tox -2%, GLP-1R agonist 2%, SW480 rereplic -8%, IL-1B inflam inh -50*, HT1080NT lethal -3% and KB-V1 cytotox -3%.
Screening COc1ccc(OC)c(N(CC(=O)NC2CC3CCC2C3)S(=O)(=O)c2ccccc2)c1 (configuration not stated) returned HT1080 IDH1KD tx -1%, DRD3 agonist 20, DRD3 antagonist 11, KB-3-1 tox 0%, GLP-1R agonist 7%, SW480 rereplic 3%, IL-1B inflam inh -67*, HT1080NT lethal -1% and KB-V1 cytotox -23%.
`COC(=O)c1ccc2nc(C)c(C)nc2c1` gave HT1080 IDH1KD tx -12%, DRD3 agonist 0, DRD3 antagonist 22, KB-3-1 tox 6%, GLP-1R agonist -1%, SW480 rereplic -11%, IL-1B inflam inh 22, HT1080NT lethal 0% and KB-V1 cytotox 11%.
For O=C(c1ccccc1)c1ccc(OCC(O)CNCc2ccc(Cl)cc2)cc1 (configuration not stated) the results were HT1080 IDH1KD tx -14%, DRD3 agonist -11, DRD3 antagonist -7, KB-3-1 tox 1%, GLP-1R agonist -4%, SW480 rereplic -4%, IL-1B inflam inh -60*, HT1080NT lethal -10% and KB-V1 cytotox -8%.
For COC(=O)c1ccc(Cl)c(NC(=O)CSc2ncn[nH]2)c1 the results were HT1080 IDH1KD tx 23%, DRD3 agonist -2, DRD3 antagonist 1, KB-3-1 tox 1%, GLP-1R agonist 3%, SW480 rereplic -3%, IL-1B inflam inh 1, HT1080NT lethal 3% and KB-V1 cytotox 12%.
For N#Cc1c(N)nc(SC2CCCCC2=O)c(C#N)c1-c1ccco1 (configuration not stated) the results were HT1080 IDH1KD tx -13%, DRD3 agonist 0, DRD3 antagonist -10, KB-3-1 tox 0%, GLP-1R agonist 16%, SW480 rereplic -3%, IL-1B inflam inh -14, HT1080NT lethal -10% and KB-V1 cytotox 5%.
Screening CCN(CC(=O)NCCC1=CCCCC1)S(=O)(=O)c1ccccc1 returned HT1080 IDH1KD tx -6%, DRD3 agonist 2, DRD3 antagonist -14, KB-3-1 tox 0%, GLP-1R agonist 2%, SW480 rereplic 5%, IL-1B inflam inh 0, HT1080NT lethal 2% and KB-V1 cytotox inconclusive.
For CCOC(=O)Cn1c(=O)n(C2CCCCC2)c2nc(-c3ccc(CC)cc3)nc(C(N)=O)c21 the results were DRD3 agonist 0, KB-3-1 tox 8.2µM*, GLP-1R agonist -1% and KB-V1 cytotox -20%.
COc1ccc(Nc2nnc(SCC3CCCCO3)s2)cc1 (configuration not stated) was read as HT1080 IDH1KD tx 14%, DRD3 agonist 4, DRD3 antagonist 1, KB-3-1 tox 10%, GLP-1R agonist 19%, SW480 rereplic -29%, IL-1B inflam inh 0, HT1080NT lethal 4% and KB-V1 cytotox 0%.
Screening COc1ccc(S(=O)(=O)N2CCOC2CNC(=O)C(=O)NCCCc2ccccc2)cc1 (configuration not stated) returned HT1080 IDH1KD tx 3%, DRD3 agonist 14, DRD3 antagonist 31, KB-3-1 tox -1%, GLP-1R agonist -1%, SW480 rereplic -1%, IL-1B inflam inh 0, HT1080NT lethal -1% and KB-V1 cytotox -28%.

Of the compounds above, two have an NH in an aromatic ring.
CCOc1ccc2nc(SCC(=O)NC(=O)NCc3ccco3)[nH]c2c1 was read as HT1080 IDH1KD tx 4%, DRD3 agonist -4, DRD3 antagonist 16, KB-3-1 tox 7%, GLP-1R agonist 0%, SW480 rereplic -2%, IL-1B inflam inh 0, HT1080NT lethal 0% and KB-V1 cytotox 9%.
For COC(=O)c1ccc(Cl)c(NC(=O)CSc2ncn[nH]2)c1 the results were HT1080 IDH1KD tx 23%, DRD3 agonist -2, DRD3 antagonist 1, KB-3-1 tox 1%, GLP-1R agonist 3%, SW480 rereplic -3%, IL-1B inflam inh 1, HT1080NT lethal 3% and KB-V1 cytotox 12%.

Compound activity (PubChem)
